Myeloid diff MLP: compounds promoting myeloid differentiation; ER-HoxA9 myeloid progenitors, lysozyme-GFP differentiation, flow cytometry; calls only at 10 µM; 360,000 compounds, 1% hits; AID 624256;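 active = normalized GFP-positive differentiation at or above the plate's own cutoff, the solvent-only control mean plus 3 SD; inconclusive = no clear call, values can overlap the other calls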;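 note: cells exposed to compound for four days before flow analysis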
Myeloid diff MLP GFP+ MAC1+ %: recorded beside Myeloid diff MLP, whose call it bears; GFP+ MAC1+ double positive, %; measured here: differentiation confirmed by MAC1 staining
* marks the source's active call; other numbers are inactive results; i = inactive; u = inconclusive; x = no result given; + = active, no number. These rows are one share of the data, so the mix of outcomes need not match the whole.

Sample of the layout:
item	smiles	Myeloid diff MLP	Myeloid diff MLP GFP+ MAC1+ %
1	CCOc1ccc(C(C)NC(=O)C2CCN(S(=O)(=O)c3ccc(OC)cc3)CC2)cc1OCC (configuration not stated)	i	1.0
2	CCN(CC)c1ccc(S(=O)(=O)N2CCOCC2)cc1NC(=O)COC(=O)/C=C/c1ccco1	i	0.6
3	OC(c1cccnc1)c1nc(-c2ccc3c(c2)OCO3)cs1 (configuration not stated)	i	0.3

The whole of this part, from the start:
item	smiles	Myeloid diff MLP	Myeloid diff MLP GFP+ MAC1+ %
1	CCOc1ccc(C(C)NC(=O)C2CCN(S(=O)(=O)c3ccc(OC)cc3)CC2)cc1OCC (configuration not stated)	i	1.0
2	CCN(CC)c1ccc(S(=O)(=O)N2CCOCC2)cc1NC(=O)COC(=O)/C=C/c1ccco1	i	0.6
3	OC(c1cccnc1)c1nc(-c2ccc3c(c2)OCO3)cs1 (configuration not stated)	i	0.3
4	Nc1ncc(S(=O)(=O)c2ccc([N+](=O)[O-])cc2)s1	i	1.7
5	Nc1ccc(C(=O)N2CCN(S(=O)(=O)/C=C/c3ccccc3)CC2)cc1[N+](=O)[O-]	i	1.0
6	C=CCNc1cccc(Br)c1	i	0.4
7	CCCn1c(N)c(C(=O)CSc2nc(C)nc3sc(C)c(C)c23)c(=O)[nH]c1=O	i	0.7
8	O=C(O)c1ccccc1C(=O)Nc1ccccc1NC(=O)c1ccccc1C(=O)O	i	0.5
9	CC(Oc1ccc(F)cc1)C(=O)Nc1cc(S(=O)(=O)N2CCCCC2)ccc1N1CCN(C)CC1 (configuration not stated)	i	1.1
10	Cc1ccc(C2=CC(=O)CC(C)(C)C2)cc1	i	1.5
11	O=C(NNC(=O)c1cc(F)c(F)cc1Cl)c1ccc(NS(=O)(=O)c2cccs2)cc1	i	0.4
12	COc1cc2c(cc1OC)CN(C(=O)CN1C(=O)NC3(CCC(C)CC3)C1=O)CC2 (configuration not stated)	i	1.5
13	N#Cc1ccc(C(=O)Nc2cc(-c3ccc(F)cc3)nn2-c2ccccc2)cc1	i	1.4
14	CSCCC1NC(=O)N(CC(=O)Nc2ccc3c(c2)OCCO3)C1=O (configuration not stated)	i	1.2
15	CC1(C(=O)Nc2ccc3c(c2)OCO3)CCN1C(=O)Cc1cccs1 (configuration not stated)	i	1.1
16	CCc1noc(C)c1C(=O)OCC(=O)NCCc1ccc(OC)cc1	i	1.0
17	Cc1ccc([C@H]2C[C@@H](O)[C@H](n3cc(-c4ccc(F)cc4)nn3)CN2C(=O)C2CCCCC2)cc1	i	1.1
18	O=c1c([N+](=O)[O-])cn(Cc2ccccc2)c(=O)n1Cc1ccccc1	i	0.5
19	FC(F)(F)c1cc(CCN2CCNC[C@@H]2c2ccccc2)cc(C(F)(F)F)c1	i	2.6
20	CCCn1nc(C(=O)Nc2ccc(-n3cnnn3)cc2)c2ccccc2c1=O	i	0.5
21	O=C1Nc2ccccc2N(C(=O)c2c(F)cccc2F)C1c1nc2ccccc2[nH]1 (configuration not stated)	i	0.2
22	COc1ccc(CN2C(=O)CCC2(C)c2nc3ccccc3[nH]2)cc1 (configuration not stated)	i	2.8
23	O=C(Nc1ccc(F)c(Cl)c1)c1ccc2sc([C@@H]3O[C@H](CO)[C@H](O)[C@H](O)[C@H]3O)nc2c1	i	1.0
24	O=S(=O)(c1ccc2c(c1)OCCO2)N1CCN(S(=O)(=O)c2ccco2)CC1	i	1.1
25	Cc1csc(NC(=O)CSC2=NS(=O)(=O)c3cc(F)ccc3N2)n1	i	1.0
26	Cc1cc(C)c(S(=O)(=O)Nc2cccc(C(=O)O)c2)cc1S(=O)(=O)Nc1cccc(C(=O)O)c1	i	0.6
27	COc1ccc(NS(=O)(=O)c2cccc(C(=O)NCCc3ccc(S(N)(=O)=O)cc3)c2)cc1	i	1.0
28	O=C(C[C@H]1C=C[C@@H](NC(=O)c2ccncc2)[C@@H](CO)O1)NCC1CC1	i	1.3
29	COc1ccccc1CNC(=O)COC(=O)CC1CC2CCC1C2 (configuration not stated)	i	0.2
30	CN1CCN(C(=O)c2ccc(-c3cnc4cccnn34)cc2)CC1	i	0.6
31	Cc1ccc2c(=O)n3c(nc2c1)C(Cc1ccccc1)NC(=O)c1cccnc1-3 (configuration not stated)	i	0.8
32	CC1CCCC(N2CCN(C(=O)c3ccc(F)cc3)CC2)C1 (configuration not stated)	i	1.9
33	O=C(CC[C@H]1O[C@@H](n2cnc3c(NC(=O)c4ccccc4)ncnc32)[C@H](O)[C@@H]1O)NCC1CCN(Cc2ccccc2)CC1	i	0.4
34	COc1ccc(C=O)c(OCc2cn(CC(=O)c3ccc(O)cc3)nn2)c1	i	0.9
35	CC1=C(C(=O)N2CCOCC2)CC(CC(=O)NC2CCCCC2)C(=O)N1Cc1ccccc1 (configuration not stated)	i	0.2
36	CC(C)C[C@@H](C)C(=O)N(Cc1ccccc1)c1ccccc1	i	0.3
37	Cc1ccc(N(C)S(=O)(=O)c2cccc(C(=O)OCC(=O)c3c(N)n(C)c(=O)n(C)c3=O)c2)cc1	i	1.6
38	CC(NC(=O)C1CCN(S(=O)(=O)c2cccs2)CC1)c1cccc(Cl)c1 (configuration not stated)	i	0.5
39	COc1cc(F)ccc1-c1cc(C(=O)Nc2ccc(C)c(NS(C)(=O)=O)c2)[nH]n1	i	0.9
40	CCN(CC(=O)NCc1ccc(Cl)cc1)C(=O)c1cc(S(=O)(=O)N2CCOCC2)ccc1C	i	0.5
41	O=C(CCCN=C1NS(=O)(=O)c2ccccc21)OCC(=O)c1ccccc1	i	0.8
42	COc1cccc(NC(=O)CN(C)C(=O)c2cccc(S(=O)(=O)Nc3ccc(C)cc3)c2)c1	u	x
43	O=C(Oc1ccc(=O)[nH]n1)c1ccccc1	i	0.6
44	O=C(O)c1ccccc1C=NN1CCCCCC1	i	0.8
45	O=C1CC(C(=O)N2CCN(c3ccccc3O)CC2)CN1Cc1ccccc1 (configuration not stated)	i	1.0
46	CC(C)C[C@@H](COCc1ccc([N+](=O)[O-])cc1)N1CCN(C(=O)c2ccc(C(F)(F)F)cc2)CCC1=O	i	1.3
47	COCCCN1C(=O)C(CC(=O)NCc2cccc3ccccc23)CC(C(=O)N2CCOCC2)=C1C (configuration not stated)	i	1.2
48	O=S1(=O)CCN(Cc2ccncc2)CC1	i	1.2
49	CN(Cc1ccc(Cl)cc1)C(=O)c1ccccc1SCC(=O)N1CCCC1	i	0.7
50	CC1(c2ccccc2)NC(=O)N(CC(=O)Nc2cc(C(F)(F)F)ccc2N2CCCCC2)C1=O (configuration not stated)	i	0.2
51	CCN1CCN(c2ccc(S(=O)(=O)N3CCCCC3)cc2NC(=O)c2ccc([N+](=O)[O-])o2)CC1	i	7.0
52	Cc1ccnc2c1ccc1cccnc12	u	x
53	Cc1c(NC(=O)C(C)OC(=O)c2cccnc2Cl)c(=O)n(-c2ccccc2)n1C (configuration not stated)	i	1.5
54	Cc1ccc(NC(=O)CSCC(=O)NC2(C)CCS(=O)(=O)C2)cc1 (configuration not stated)	i	0.7
55	COc1cc(-c2nnc(COC(=O)c3nn(CC(C)C)c(=O)c4ccccc34)o2)cc(OC)c1OC	i	0.6
56	Cc1ccc(-c2csc(NC(=O)c3cccc(C)c3)c2C(=O)O)cc1	i	1.2
57	CCN(C(=O)CSc1nnc(-c2cccc(F)c2)n1N)c1c(N)n(Cc2ccccc2)c(=O)[nH]c1=O	i	0.2
58	Cc1c(C(=O)N2CCN(S(=O)(=O)c3ccccc3F)CC2)oc2c(Cl)cccc12	i	0.4
59	CCNC(=O)C1CCCN(C(=O)c2cnc3ccccc3n2)CC1 (configuration not stated)	i	0.3
60	CCCc1nnc(NC(=O)c2ccc(S(=O)(=O)N(C)c3ccccc3OC)cc2)s1	i	0.5

Whole records, quoted from the list.
Profile of `COCCCN1C(=O)C(CC(=O)NCc2cccc3ccccc23)CC(C(=O)N2CCOCC2)=C1C` (configuration not stated) → Myeloid diff MLP: i; Myeloid diff MLP GFP+ MAC1+ %: 1.2
Profile of `CC(NC(=O)C1CCN(S(=O)(=O)c2cccs2)CC1)c1cccc(Cl)c1` (configuration not stated) → Myeloid diff MLP: i; Myeloid diff MLP GFP+ MAC1+ %: 0.5

The list continues:
item	smiles	Myeloid diff MLP	Myeloid diff MLP GFP+ MAC1+ %
61	COCCn1c(=S)[nH]c2cc(C(=O)NC3CCCCC3C)ccc2c1=O (configuration not stated)	i	1.3
62	CN1CCCC(C)(C(=O)Nc2cccc(Oc3ccccc3)c2)C1 (configuration not stated)	i	1.8
63	CCCn1cnc2c(SCc3ccccc3F)nc(N)nc21	i	0.7
64	CNc1cncc(-c2cc(OC)c(OC)c(OC)c2)n1	i	0.9
65	O=C1CC(=C2c3ccccc3-c3ccccc32)C(=O)N1CCN1CCN(c2cccc(Cl)c2)CC1	i	1.6
66	CC1CN(S(=O)(=O)c2cccc(C(=O)N=c3sccn3C)c2)CC(C)O1 (configuration not stated)	i	0.8
67	CCN(C(=O)CSc1n[nH]c(-c2cc(Cl)ccc2OC)n1)C1CCS(=O)(=O)C1 (configuration not stated)	i	0.8
68	Cn1nnnc1Sc1ncnc2scc(Br)c12	u	x
69	Oc1ccccc1C=NNc1nc2ccccc2s1	i	0.6
70	CC1CN(S(=O)(=O)c2cccc(C(=O)OCC(=O)NCc3ccccc3)c2)CC(C)O1 (configuration not stated)	i	0.1
71	COc1ccc(C(=O)N2CCc3ccccc3C2)cc1S(=O)(=O)N1CCCC1	i	1.1
72	CCCCNC(=O)c1nc(C2CCN(S(=O)(=O)c3ccc(OC(F)(F)F)cc3)CC2)oc1-c1ccccc1	i	2.1
73	COc1ccc(-n2c(=O)c3c4c(sc3n3cnnc23)CC(C)CC4)cc1 (configuration not stated)	i	1.3
74	O=C(COC(=O)C12CC3CC(CC(O)(C3)C1)C2)Nc1ccc(Cl)c(S(=O)(=O)N2CCOCC2)c1	i	0.3
75	O=C(Cc1cccc(NC(=O)C2CCN(C(=O)CCc3ccccc3)CC2)c1)Nc1cccc(C(=O)N2CCOCC2)c1	i	1.4
76	Cc1ccc(C(CC(=O)O)NC(=O)c2ccc(S(=O)(=O)N3CCCC3)cc2)cc1 (configuration not stated)	i	1.0
77	CCOC(=O)[C@]12CCC=C1N(Cc1cccc3ccccc13)C(=O)[C@H](CC(=O)NCc1cccs1)C2	i	0.3
78	CCOC(=O)[C@]12CCCC=C1N(Cc1ccccc1)C(=O)[C@H](CC(=O)N1CCOCC1)C2	i	1.6
79	Cc1ccc(OCCC(=O)OCC(=O)NC(=O)NC2CCCC2)cc1	i	1.3
80	OC(Cc1ccnc2ccccc12)C(Cl)(Cl)Cl (configuration not stated)	i	0.7
81	O=C(CNC(=O)c1ccccc1Br)NCCSc1ccc(Br)cc1	i	0.5
82	CCc1ccc(CN(C)C(=O)c2cccc(S(=O)(=O)Nc3ccccc3OC)c2)cc1	i	0.4
83	COc1cc(OC)cc(-c2c(-c3cccs3)c3cc(-c4ccc5c(c4)OCO5)ccc3n2C)c1	i	0.7
84	O=C(Nc1ccccc1)c1cc(C2CCCN(C(=O)C3CC3)C2)on1 (configuration not stated)	i	0.6
85	Cn1c(=O)c2[nH]c(C3CC4CCC3C4)nc2n(C)c1=O (configuration not stated)	i	1.0
86	O=C1NC[C@H](CCCCN2C[C@H](Cc3ccccc3)N(Cc3ccccc3)C(=O)C2=O)N(CCC2CCCCC2)C1=O	i	0.2
87	O=C(C[C@@H]1C/C=C\C[C@H](NC(=O)OCC2c3ccccc3-c3ccccc32)C(=O)OC[C@H]2CCCN2C1=O)N[C@@H](CO)Cc1ccccc1	i	1.6
88	COCC(C)n1c(SCC(=O)Nc2cc(C)on2)nc2ccccc2c1=O (configuration not stated)	i	0.9
89	C(=Cc1cccnc1)c1ccncc1	i	0.5
90	COC(=O)c1ccccc1C(=O)c1c(C)cc(C)cc1C	i	0.7

Two entries picked at random from those above:
item	smiles	Myeloid diff MLP	Myeloid diff MLP GFP+ MAC1+ %
87	O=C(C[C@@H]1C/C=C\C[C@H](NC(=O)OCC2c3ccccc3-c3ccccc32)C(=O)OC[C@H]2CCCN2C1=O)N[C@@H](CO)Cc1ccccc1	i	1.6
79	Cc1ccc(OCCC(=O)OCC(=O)NC(=O)NC2CCCC2)cc1	i	1.3

New compounds follow:
item	smiles	Myeloid diff MLP	Myeloid diff MLP GFP+ MAC1+ %
91	CC(=O)Nc1ccc(S(=O)(=O)N(C)CC(=O)OCC(=O)N2CCCCC2)cc1	i	1.1
92	Nc1cccc(-c2cn(-c3cc4cc(C#CC5(O)CCCCC5)ccc4oc3=O)nn2)c1	i	3.0
93	O=C(Nc1cccc(C(F)(F)F)c1)C1Cc2c(-c3ccco3)ccnc2O1 (configuration not stated)	i	0.8
94	CCNC(=O)C1(C)CCN(C(=O)c2ccc(C)c(F)c2)C1 (configuration not stated)	i	0.7
95	COC(=O)c1ccc2nc(-c3ccc(C)cc3)c(Cc3ccsc3)n2c1	i	1.0
96	CN(c1ccccc1)S(=O)(=O)c1ccc(NC(=O)CC(=O)c2ccccc2)cc1	+	21.4*
97	COC(=O)c1ccc(Cn2c(C)c(C(=O)NCc3ccco3)sc2=O)o1	i	1.4
98	Cc1ccccc1NC(=O)CSc1nc(=O)n(CCN2CCOCC2)c2c1CCCC2	i	0.4
99	O=C1c2ccccc2C(=O)N1C1(C(=O)NC2(C(=O)O)CCCC2)CCCC1	i	1.9
100	Cc1ccc(OCc2ccc(C(=O)NCC3CCCO3)cc2)cc1C (configuration not stated)	i	0.3
101	CCOC(=O)[C@@H](NC(=O)CC[C@H]1O[C@@H](n2cc(C)c(=O)[nH]c2=O)C[C@@H]1O)C(C)C	i	0.8
102	Cc1ccc(Cc2c(-c3ccccc3)nc3ccc(Br)cn23)cc1	i	0.7
103	CC(O)[C@H]1CNCCN1CCc1cccc(F)c1 (some centres not stated)	i	1.1
104	CCCCn1c(N)c(N(CCOC)C(=O)c2ccco2)c(=O)[nH]c1=O	i	1.3
105	COc1ccc(C2=Nn3c(nnc3-c3ccccc3C(F)(F)F)SC2)cc1OC1CCOC1 (configuration not stated)	i	2.3
106	O=C(CN1CCN(S(=O)(=O)c2ccc(Cl)cc2)CC1)NCC1(N2CCOCC2)CCCCC1	i	0.6

Source: PubChem BioAssay
